# Bioassay records: PubChem BioAssay, several laboratories
# PME-1 inh: PME-1 inhibitors via competitive probe labeling, primary screen, biochemical, fluorescence polarization, FP-Rh probe, HTS | Protein phosphatase methylesterase 1 (Homo sapiens), Q9Y570 | recombinant PME-1 | inhibition, % at 5.9 µM | 0.53% of 320,000 active;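 active = inhibition above the campaign mean of all compounds plus 3 SD, cut at about 26% in these data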;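 also: competitive labeling of PME-1 active site by serine hydrolase directed probe; 0% = PME-1 with DMSO and 100% = wells lacking PME-1 enzyme; inhibitors block probe labeling so polarization falls and inhibition rises; many of its hits are not listed in these tables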
# GRK2 aptamer HTS: compounds blocking aptamer binding on GRK2 – biochemical, human GRK2, bead flow cytometry, HTS, primary screen; Beta-adrenergic receptor kinase 1 (Homo sapiens), P25098; FAM-aptamer displacement from GRK2; inhibition of aptamer binding, % at 10 µM; 0.59% of 330,000 active;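 active = inhibition of aptamer binding above 40%, roughly 3 SD of noise, on plates passing a quality check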;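 also: median bead fluorescence of bound FAM aptamer so fluorescent compounds give negative values; no value below 0 was filed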
# MEX-5 binding: MEX-5 zinc finger RNA-binding disruptors – biochemical, C. elegans, fluorescence polarization, MLPCN library, primary screen; activity score (negative = inhibition of binding), % at 10 µM; 0.38% of 300,000 active; MEX-5/FITC-TCR2 RNA binding; active compounds read low; AID 1832, 2009; Zinc finger protein mex-5 (Caenorhabditis elegans), Q9XUB2;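 active = inhibition past about -25% in most replicates, and total fluorescence under double the plate's negative control median, limit read from the data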;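 also: 0% = DMSO and -100% = 5 µM competing unlabeled TCR2 RNA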
# Bcl-xL primary: inhibitors of human Bcl-xL, primary screen, biochemical, fluorescence polarization, HTS; Bcl-2-like protein 1 (Homo sapiens), Q07817; GST-Bcl-xL / FITC-Bim BH3 peptide fluorescence polarization; inhibition, % at 10.9 µM; 0.7% of 320,000 active;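 active = inhibition above the mean of all tested compounds plus 3 SD, cutoff set per campaign, cut at about 30% in these data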;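 also: 0% = DMSO wells and 100% = unlabeled Bim-BH3 peptide competitor; inhibitors lower millipolarization by displacing the labeled peptide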
# Efflux pump mplx: inhibitors of Candida efflux pumps in yeast, primary screen, S. cerevisiae, Nile Red, multiplex. AID 485275, 2010. inhibition, % at 10 µM. 0.44% of 330,000 active. S. cerevisiae Candida pump triplex;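 active = plate passing quality check with inhibition over a set limit, or well fluorescence over plate mean plus 4 SD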;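 also: Nile Red retained in pooled yeast measured as flow cytometry median fluorescence; 0% = buffer negative control and 100% = Enniatin B positive control; higher means more Nile Red kept so more efflux inhibition; some compounds called inactive have numbers as strong as hits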
# GLD-1 RNA inh: GLD-1/TGE RNA complex disruptors, primary screen, biochemical, fluorescence polarization; Female germline-specific tumor suppressor gld-1 (Caenorhabditis elegans), Q17339; inhibition, % at 5.96 µM; AID 2280, 2010; 0.44% of 320,000 active; purified GLD-1 + fluorescein TGE RNA;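 active = percent inhibition above a per-plate cutoff, the plate mean of test compounds plus 3 SD, cut at about 30% in these data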;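 also: 0% = DMSO wells with GLD-1 and probe and 100% = wells lacking GLD-1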
# Fam108B inh: mouse Fam108B serine hydrolase inhibitors, primary screen, counter-screen for RBBP9 inhibitor project, biochemical, fluorescence polarization; recombinant Fam108B, FP-Rh probe fluorescence polarization; inhibition, % at 9.51 µM; 0.33% of 300,000 active;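 active = inhibition above the screen mean inhibition plus 3 SD, computed separately per campaign, cut at about 18% in these data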;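 also: inhibitors lower polarization as less probe binds the enzyme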
# MCL1-BIM inh: inhibitors of MCL1 binding to BIM-BH3, primary screen, biochemical, fluorescence polarization. GST-MCL1 / FITC-Bim-BH3 fluorescence polarization. AID 2057, 2009. inhibition, % at 10.9 µM. Induced myeloid leukemia cell differentiation protein Mcl-1 (Homo sapiens), Q07820. 0.68% of 320,000 active;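 active = inhibition above the mean inhibition of all tested compounds plus 3 SD, set per campaign, cut at about 40% in these data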;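 also: 0% = DMSO wells and 100% = unlabeled Bim-BH3 peptide control; higher means more loss of mP so more displacement of Bim peptide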
# VLA-4 inh: inhibition in human VLA-4 binding assay, primary screen, VLA-4 allosteric modulator project, MLPCN library, flow cytometry, VLA-4 expressing cells. Integrin alpha-4 (Homo sapiens), P13612. ligand binding flow cytometry. inhibition, % (about 7 µM as worked out from the volumes in the protocol). 0.2% of 330,000 active. AID 2557, 2010; in the data active = inhibition above about 50%
# Target sequence (P13612 whole entry, looked up): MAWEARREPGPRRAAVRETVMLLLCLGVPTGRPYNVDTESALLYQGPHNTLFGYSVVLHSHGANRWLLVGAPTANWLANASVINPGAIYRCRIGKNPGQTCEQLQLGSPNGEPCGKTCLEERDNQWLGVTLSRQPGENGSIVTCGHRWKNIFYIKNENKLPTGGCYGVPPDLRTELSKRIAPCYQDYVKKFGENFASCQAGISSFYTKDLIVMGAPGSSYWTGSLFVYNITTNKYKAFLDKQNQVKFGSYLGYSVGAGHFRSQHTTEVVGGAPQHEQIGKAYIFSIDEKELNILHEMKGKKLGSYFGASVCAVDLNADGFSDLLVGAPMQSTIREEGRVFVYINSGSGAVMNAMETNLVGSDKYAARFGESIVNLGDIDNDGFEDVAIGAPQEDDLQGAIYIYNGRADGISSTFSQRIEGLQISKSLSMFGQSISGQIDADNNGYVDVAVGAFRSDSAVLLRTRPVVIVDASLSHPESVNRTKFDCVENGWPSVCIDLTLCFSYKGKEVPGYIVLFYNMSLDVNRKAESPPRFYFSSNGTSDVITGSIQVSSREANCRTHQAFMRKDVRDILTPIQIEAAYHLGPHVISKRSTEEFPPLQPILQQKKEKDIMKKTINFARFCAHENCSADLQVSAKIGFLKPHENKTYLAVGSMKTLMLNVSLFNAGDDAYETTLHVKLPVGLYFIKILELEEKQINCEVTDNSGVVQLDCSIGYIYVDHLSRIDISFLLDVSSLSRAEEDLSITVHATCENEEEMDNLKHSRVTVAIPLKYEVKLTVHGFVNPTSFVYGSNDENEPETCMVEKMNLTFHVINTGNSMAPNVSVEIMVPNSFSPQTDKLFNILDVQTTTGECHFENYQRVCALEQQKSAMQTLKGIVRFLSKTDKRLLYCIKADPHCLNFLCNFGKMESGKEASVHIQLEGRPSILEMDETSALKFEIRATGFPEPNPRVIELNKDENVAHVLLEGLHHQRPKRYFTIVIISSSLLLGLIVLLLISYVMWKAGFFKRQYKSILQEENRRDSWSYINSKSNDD
# * marks the source's active call; other numbers are inactive results; nt = not tested or not shown. Only part of the results is shown; count on the stated rates, not on these rows.
# Fields – PME-1 inh	GRK2 aptamer HTS	MEX-5 binding	Bcl-xL primary	Efflux pump mplx	GLD-1 RNA inh	Fam108B inh	MCL1-BIM inh	VLA-4 inh
COCCNC(=O)c1ccccc1NC(=O)CCSc1ccccc1
 : -4.1	1.0	0.4	8.6	0.0	3.1	-4.7	-1.8	14.5
Cc1ccc(-n2c(=O)cc(NCc3cccnc3)[nH]c2=O)cc1
 : 3.1	3.0	-2.0	1.0	0.1	-0.1	1.1	0.5	6.0
Cc1ccc(S(=O)(=O)N(CC(=O)NCc2cccnc2)c2ccc(F)cc2)cc1
 : -1.0	1.0	1.2	0.2	0.0	3.9	-0.4	-0.7	12.8
COc1cc(C)nc(Oc2ccc(=O)[nH]n2)n1
 : -5.6	0.0	1.5	7.5	0.0	-2.4	-1.7	-4.8	1.2
Cc1cc(C)cc(NC(=O)N2CCN(C/C=C/c3ccccc3)CC2)c1
 : -2.1	1.0	0.2	-0.5	0.5	2.0	7.7	9.2	1.8
FC(F)(F)c1cccc(-n2cc(-c3ccccc3)[nH]c2=S)c1
 : 7.7	0.0	-1.9	4.5	-0.2	-5.6	-3.2	5.9	1.3
O=C(c1ccc2ccccc2c1)C1CCCN(S(=O)(=O)c2cccnc2)C1 (stereo unspecified)
 : 0.6	0.0	0.8	4.8	0.1	2.8	2.5	6.8	14.2
O=C(NCc1nc2ccccc2[nH]1)C1=C[C@H](c2ccc(C(F)(F)F)cc2)C[C@H](OCCCCO)O1
 : -5.3	0.0	-1.0	2.2	0.1	8.9	-0.9	-5.7	2.7
CCOC(=O)c1c(C)n(-c2ccc(C)cc2)c2ccc(OCC(O)CNCCCO)cc12 (stereo unspecified)
 : -4.2	0.0	0.6	1.8	0.0	4.7	-1.2	-4.0	8.5
O=C(OCC(=O)c1ccc(S(=O)(=O)N2CCCC2)cc1)C1=COCCO1
 : 9.9	1.0	-0.4	7.0	0.0	-2.5	-1.9	9.2	7.8
C/C(Cc1ccccc1)=N\NC(=O)C1CCCCC1
 : -5.4	0.0	-2.9	2.2	-0.1	-4.4	-4.2	-0.9	-4.8
COC(=O)c1ccccc1NC(=S)NC(NC(=O)c1ccccc1[N+](=O)[O-])C(Cl)(Cl)Cl (stereo unspecified)
 : 1.2	2.0	0.7	-13.5	-0.1	6.6	3.4	-0.5	12.6
Cc1ccc(CCC(=O)Nc2ccc(N(C)C)cc2)o1
 : 0.3	0.0	-1.7	1.6	0.0	4.7	-1.6	-1.6	36.6
CCCc1nc(N2CCN(S(=O)(=O)c3ccc(Cl)cc3)CC2)c2c(C)c(C)sc2n1
 : -0.8	4.0	nt	4.7	0.0	0.1	-5.0	9.3	-5.9
O=C(CCCN1C(=O)/C(=C/c2ccccc2)SC1=S)Nc1ccccc1O
 : -11.1	1.0	-2.3	0.1	0.3	8.5	2.7	-2.0	7.2
Cn1ncc(Cl)c(Oc2ccc(C(C)(C)C)cc2)c1=O
 : 0.1	2.0	2.3	4.3	0.1	-5.0	-1.9	0.2	-7.2
COc1ccc(Cl)cc1CSc1ncn[nH]1
 : 1.8	1.0	0.0	-4.5	0.1	1.1	-2.5	5.1	9.2
O=C(Nc1ccc(COc2ccccc2)cc1)c1cccc([N+](=O)[O-])c1
 : -4.9	1.0	0.8	0.6	-0.1	11.1	0.3	6.9	-4.1
CC(C)c1nc(SCC(=O)N2c3ccccc3CC2C)c2ccccc2n1 (stereo unspecified)
 : -1.2	0.0	1.4	3.7	-0.1	5.9	1.7	-2.9	18.5
O=S(=O)(Nc1ccc(N2CCOCC2)nn1)c1ccccc1
 : -1.7	4.0	-0.1	2.7	0.1	3.9	2.6	-5.7	16.6
CCC(C)NC(=O)CSc1n[nH]c(=O)n1CCc1ccccc1 (stereo unspecified)
 : -6.3	0.0	-0.8	4.5	-0.7	1.2	-1.3	-1.6	9.8
O=C1CC(c2ccccc2)CCc2sccc2N1 (stereo unspecified)
 : 3.9	0.0	-3.9	-0.8	0.0	3.4	-1.9	4.0	4.9
O=C(c1ccc([N+](=O)[O-])cc1Cl)N1CCN(c2ccccn2)CC1
 : -0.2	1.0	0.4	2.2	0.0	7.6	-0.1	-0.8	-24.5
CCOC(=O)CCCNC(=O)COc1ccccc1C#N
 : 1.5	2.0	-0.3	3.4	0.0	-1.2	0.9	-3.4	4.9
O=C(CN1C(=O)NC2(CCc3ccccc32)C1=O)Nc1cccc(F)c1 (stereo unspecified)
 : -10.1	0.0	1.7	2.9	-0.1	-1.2	3.4	-1.3	-2.3
COc1ccc(OCCCC(=O)Nc2ccc(N3CCOCC3)cc2)cc1
 : 4.2	1.0	-0.4	7.3	0.0	1.4	0.0	11.0	18.3
O=C(OCc1ccc2c(c1)OCO2)c1ccc(S(=O)(=O)N2CCCC2)cc1
 : 2.2	3.0	0.7	0.1	-0.2	13.3	-1.3	0.4	-9.1
COc1ccc2oc(=O)c(/C(C)=N/NC(=O)c3ccncc3)cc2c1
 : 2.4	7.0	nt	7.8	0.1	6.2	-4.5	9.9	12.3
O=C(Nc1cccc(C(=O)N2CCN(c3cccc(Cl)c3)CC2)c1)c1ccccc1
 : -1.5	5.0	-0.7	5.9	0.0	2.8	-6.2	9.3	-9.7
O=C(Nc1nnc(C2=COCCO2)o1)c1ccc(S(=O)(=O)N2CCCC2)cc1
 : 0.0	4.0	0.2	1.7	0.6	-1.7	4.6	3.5	4.1

# Fields – PME-1 inh	GRK2 aptamer HTS	MEX-5 binding	Bcl-xL primary	Efflux pump mplx	GLD-1 RNA inh	Fam108B inh	MCL1-BIM inh	VLA-4 inh
COCC(C)NCc1cccc([N+](=O)[O-])c1 (stereo unspecified)
 : 0.1	5.0	0.3	0.9	-0.1	1.3	2.4	1.9	-6.2
Cc1ccc(F)cc1NC(=O)CN1CCN(Cc2ccccc2)CC1
 : 8.2	0.0	-0.8	10.6	-0.1	3.9	0.6	14.0	32.8
O=C(Nc1cnccn1)c1cccs1
 : 0.8	6.0	-5.4	11.7	0.7	7.6	2.9	16.5	8.4
C/C(=N/NS(=O)(=O)c1ccccc1)c1ccc(Cl)cc1
 : 3.8	0.0	1.1	1.2	-0.1	-4.4	1.0	-1.8	11.2
CC(C)(C)c1ccc(C(=O)NCC(=O)OCC(=O)N2CCCC2)cc1
 : -0.7	0.0	nt	-2.4	-0.3	0.9	nt	-2.3	5.2
COc1ccc(C)cc1NC(=O)Nc1cccc(C)c1
 : 2.7	0.0	1.6	2.3	0.1	-3.4	-2.5	7.8	3.4
CCCCCn1c(NCc2ccco2)nc2ccccc21
 : -2.0	0.0	3.9	2.9	0.1	0.1	7.9	8.3	-24.5
Clc1ccc(-c2csc(N/N=C\c3cccnc3)n2)cc1
 : 7.8	2.0	0.3	3.0	-0.5	6.8	-5.2	5.3	25.9
CN(Cc1cccs1)C(=O)CCc1ccc(S(=O)(=O)N2CCOCC2)cc1
 : -5.7	0.0	-1.7	2.5	0.0	2.1	-2.8	0.9	26.1
COc1ccccc1-c1ccc(SCc2ccc([N+](=O)[O-])cc2)nn1
 : -3.2	4.0	nt	5.1	0.0	5.4	0.2	6.7	10.4
CCCCn1c(N)c(N(CCOC)C(=O)Cn2c(=O)oc3ccccc32)c(=O)[nH]c1=O
 : 1.5	0.0	-1.1	-2.2	-0.1	-0.9	3.6	-3.1	0.8
COc1ccc2nc(CC(C)(C)CC(=O)O)c[n+]([O-])c2c1
 : 2.8	0.0	0.4	0.5	0.1	0.3	4.2	-4.3	-6.4
CCN(CC)C(=O)CSc1nc2ccccc2c(=O)[nH]1
 : -1.5	1.0	-0.9	6.8	0.0	2.3	0.8	4.3	2.5
Cc1c(C(=O)Nc2ccc3oc(-c4cccnc4)nc3c2)oc2ccccc12
 : -1.3	0.0	-1.6	-0.1	0.1	0.8	-10.9	-4.0	3.7
Cc1ccc(NC(=O)C2CCN(c3ncnc4c3nc3n4CCCCC3)CC2)nc1
 : -0.7	25.0	-0.4	2.3	-0.2	-1.8	4.7	1.1	-0.1
CN1C(=O)NC(c2ccc(O)cc2)C2=C1CN(c1cccc3ccccc13)C2=O (stereo unspecified)
 : -0.5	1.0	0.3	3.1	0.0	2.6	-3.0	-4.4	6.7
CCC1CCCCN1C(=O)c1ccc(OC2CCN(C(=O)C3CC3)CC2)cc1 (stereo unspecified)
 : 4.5	0.0	2.0	10.5	-0.4	-4.3	-3.4	6.2	11.8
N#Cc1ccccc1OCC(=O)NC(N)=O
 : -2.5	0.0	0.7	-1.5	0.0	3.9	-0.7	1.2	-3.7
Cc1cccc(COC(=O)C(Cc2ccccc2)NC(N)=O)c1 (stereo unspecified)
 : -5.9	0.0	1.9	0.5	-0.1	5.7	2.6	-4.9	47.7
O=C(Nc1ccccc1O)c1ccc([N+](=O)[O-])cc1
 : 0.5	1.0	-2.6	6.4	-0.1	-2.9	-0.2	12.6	3.3
COc1ccc(Cl)cc1NC(=O)CSc1nc(N2CCCCC2)nc(N2CCCCC2)n1
 : -0.7	1.0	-0.1	-1.3	0.0	6.6	2.8	-4.9	-21.8
CC(=O)N1c2ccc(S(=O)(=O)N3CCC(C(=O)NC4CCCC(C)C4C)CC3)cc2CC1C (stereo unspecified)
 : 5.5	0.0	2.2	0.1	0.4	-5.3	0.5	-2.4	32.7
Cc1cc(C(=O)NCC2CCCCC2)ccc1[N+](=O)[O-]
 : -5.4	1.0	1.1	-3.4	-0.2	6.1	3.1	-15.7	8.3
O=C(CN(C(=O)CNC(=O)c1cccs1)c1cccc(F)c1)NC1CCCC1
 : 1.6	4.0	-0.8	-0.4	0.0	-6.2	2.1	-3.0	10.5
CC(C)(C)OC(=O)NCCCCCNC(=O)c1nc[nH]c1C(=O)NCCCCCNC(=O)OC(C)(C)C
 : nt	0.0	nt	nt	0.2	12.9	nt	nt	4.8
CCc1sc(C(=O)Nc2nc(-c3ccccn3)cs2)cc1C
 : nt	19.0	nt	nt	-0.1	0.5	nt	nt	-6.6
CCC(=O)c1cn(CC(=O)Nc2ccccc2F)c2ccccc12
 : -0.1	3.0	1.5	0.5	0.2	1.5	0.2	-2.3	10.9
COC(=O)c1cc(NC(=S)NC(=O)c2ccccc2)ccc1N1CCOCC1
 : 4.6	1.0	3.9	1.3	0.1	5.7	-2.6	1.9	2.0
CN1CCN(C(=O)c2c(NC(=O)c3ccco3)sc3c2CCC(C(C)(C)C)C3)CC1 (stereo unspecified)
 : -0.4	1.0	-0.4	5.2	0.1	5.3	-0.4	9.9	17.7
CN(Cc1ccccc1)S(=O)(=O)c1ccc(OCC(=O)N2CCOCC2)cc1
 : -0.5	2.0	0.4	2.0	0.2	-5.4	7.0	-4.6	-11.8
Cc1cc(S(=O)(=O)NC2CCCCC2)ccc1OCC(=O)N1CCOCC1
 : -1.5	3.0	-3.4	5.0	0.1	1.5	4.2	5.5	4.8
